Screening results: PubChem BioAssay, National Center for Advancing Translational Sciences (NCATS)
APEX1 inh = blocks human APE1 abasic DNA cleavage; Potency, µM (top dose mostly 65.8 µM), for the others: top-dose activity change, negative = inhibition, hits mostly inhibitors; P27695; 350,000 tested, 0.35% active; recombinant APE1, TAMRA/BHQ-2 abasic DNA cleavage fluorescence;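 note: plate controls were vehicle for no effect and reference inhibitor for full effect; nearly all actives have a fitted effect of over 55% in size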
Target sequence (P27695 whole entry, looked up): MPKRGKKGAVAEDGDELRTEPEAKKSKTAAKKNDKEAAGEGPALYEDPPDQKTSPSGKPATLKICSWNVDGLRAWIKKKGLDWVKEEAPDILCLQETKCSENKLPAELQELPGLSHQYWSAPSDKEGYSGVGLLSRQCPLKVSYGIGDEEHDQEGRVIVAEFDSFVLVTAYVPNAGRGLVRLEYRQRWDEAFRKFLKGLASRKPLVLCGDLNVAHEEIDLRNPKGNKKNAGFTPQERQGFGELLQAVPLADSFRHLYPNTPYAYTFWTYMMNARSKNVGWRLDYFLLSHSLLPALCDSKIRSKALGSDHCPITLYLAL
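APE1 at 0.75 nM preincubated 15 min at room temperature with compound. Reaction then started with 50 nM double-stranded THF-abasic substrate labelled with TAMRA/BHQ-2, and 525/598 nm fluorescence read kinetically. Activity taken as third-minus-first read difference, normalized to DMSO and NSC13755 controls.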
G9a inh = inhibitors of human histone lysine methyltransferase G9a; Q96KQ7; G9a H3K9 monomethylation, AlphaScreen, 2 h; Potency, µM (top dose mostly 102 µM), for inactives: top-dose activity, negative = inhibition, actives largely listed as inhibitors; 350,000 tested, 8.8% active; AID 504332; note: % is set by controls: 0 for no effect and ±100 for the full control effect; nearly all actives have a fitted effect of over 75% in size
Target sequence (Q96KQ7 913-1193 limits assumed): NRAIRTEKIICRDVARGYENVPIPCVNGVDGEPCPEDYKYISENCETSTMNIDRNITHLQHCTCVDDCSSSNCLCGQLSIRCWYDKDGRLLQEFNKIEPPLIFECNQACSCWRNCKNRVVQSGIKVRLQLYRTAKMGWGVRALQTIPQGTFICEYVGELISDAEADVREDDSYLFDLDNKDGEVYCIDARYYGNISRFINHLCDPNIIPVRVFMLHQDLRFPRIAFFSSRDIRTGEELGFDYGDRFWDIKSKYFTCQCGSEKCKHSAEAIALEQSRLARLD
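G9a (20 nM) was preincubated 15 min with compound, then reacted 2 h at room temperature with 500 nM biotin-H3K9 peptide and 20 µM SAM. Monomethyl-H3K9 detected by AlphaScreen using anti-H3K9me1 antibody.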
BLM inh = Bloom syndrome helicase (human) inhibition; P54132; recombinant BLM DNA unwinding, fluorescence dequenching; Potency, µM (top dose mostly 56.1 µM), for inactives: at the top dose activity change, negative = inhibition, hits mostly inhibitors; 350,000 tested, 0.2% active; AID 2528;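 note: plate controls were vehicle for no effect and no enzyme for full effect; nearly all actives have a fitted effect of over 35% in size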
Apoferritin bind = binds horse apoferritin like a general anesthetic; P02791; apoferritin/1-aminoanthracene competitive binding, fluorescence; Potency, µM (titrated, usually from 77.5 µM), for the others: at the top dose activity change, negative = displacement, hits mostly inhibitors; 350,000 tested, 0.074% active; AID 485281; note: % is set by controls: 0 for no effect and ±100 for the full control effect; nearly all actives have a fitted effect of over 20% in size
Target sequence (P02791 2-175 limits assumed): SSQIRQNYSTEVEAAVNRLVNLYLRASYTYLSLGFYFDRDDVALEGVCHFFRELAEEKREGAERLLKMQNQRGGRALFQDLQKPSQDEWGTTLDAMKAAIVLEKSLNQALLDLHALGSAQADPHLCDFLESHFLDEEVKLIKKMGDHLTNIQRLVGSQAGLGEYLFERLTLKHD
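Probe: 1-aminoanthracene (50% saturated, PBS). Protein: horse-spleen apoferritin, 10 uM. Incubation: 10 min, room temperature. Detection: 380 nm excitation, 535 nm emission. Analysis: normalized response, four-parameter Hill.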
Pol beta inh = blocks human DNA polymerase beta activity. P06746. Pol beta primer extension/strand displacement, fluorescence kinetic. Potency, µM (series often up to 114 µM), inactives show at the top dose activity change, negative = inhibition, usual class: inhibitors. 340,000 tested, 1.3% active; note: % is set by controls: 0 for no effect and ±100 for the full control effect
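Homogeneous kinetic assay of primer extension and strand displacement by 10 nM Pol beta, preincubated 15 min at room temperature with compound before 50 nM substrate (final) was added. Read at 0 and 10 min; four-parameter Hill fit.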
Pol eta inh = blocks human DNA polymerase eta activity. Potency, µM (highest dose often 114 µM), for the others: at the highest dose activity change, negative = inhibition, hits mostly inhibitors. recombinant Pol eta, fluorescent DNA replication assay. Q9Y253. 390,000 tested, 1.2% active; note: % is set by controls: 0 for no effect and ±100 for the full control effect
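Pol eta at 10 nM preincubated with compounds 15 min at room temperature; reaction started with fluorescent substrate (50 nM final) and read kinetically at 0 and 10 min.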
POLK inh = DNA polymerase kappa (human) inhibition; Potency, µM (top dose mostly 107 µM), for the others: at the highest dose activity, negative = inhibition, most hits filed as inhibitors; 400,000 tested, 0.53% active; Q9UBT6; purified Pol kappa, fluorescent DNA synthesis assay, 10 min; AID 588579; note: % is set by controls: 0 for no effect and ±100 for the full control effect
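Activity was followed as the change in fluorescence between reads at 0 and 10 min after starting the reaction with 50 nM substrate. Beforehand, 10 nM polymerase had been preincubated with compound for 15 min at room temperature.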
BAZ2B block = inhibitors of human BAZ2B bromodomain. Potency, µM (series often up to 114 µM), without a hit: at the top dose activity change, negative = inhibition, most hits filed as inhibitors. AlphaScreen BAZ2B-H3K14Ac peptide displacement. AID 504333. 360,000 tested, 4.4% active. Q9UIF8; note: % is set by controls: 0 for no effect and ±100 for the full control effect; nearly all actives have a fitted effect of over 60% in size
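BAZ2B 50 nM plus b-H3(5-23)K14Ac 50 nM, PBS pH 7.4/0.01% Tween-20, 30 min RT; compound added (max 110 uM), 30 min RT; streptavidin donor/Ni-chelate acceptor beads 10 ug/mL final, 20 min dark; AlphaScreen read.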
Pol iota inh = inhibitors of human DNA polymerase iota | AID 588590 | Pol iota fluorescent replication assay, 10 min | Potency, µM (doses to about 115 µM), inactives show at the top dose activity, negative = inhibition, usual class: inhibitors | 390,000 tested, 1% active
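Fluorescent replication assay read twice, at 0 min and 10 min after adding 50 nM (final) substrate. Enzyme (10 nM) and compounds were first incubated 15 min at room temperature; enzyme-free buffer wells were negative controls.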
* = called active by the depositor; ? = inconclusive; . = no result given; & = joins results of further samples; [ ] = dose if it differs, or a comment. Calls come from the whole dose curve; as a rule, active = well fitted curve in the direction sought with a large enough effect; inconclusive = small, poorly fitted or top-dose-only effect, or another doubt; inactive = no such curve, though single readings can be large; an effect the other way counts as inactive or inconclusive. Potency is the fitted concentration of half-maximal effect. Only part of the results is shown; count on the stated rates, not on these rows.

SMILES	APEX1 inh	G9a inh	BLM inh	Apoferritin bind	Pol beta inh	Pol eta inh	POLK inh	BAZ2B block	Pol iota inh
COc1cc(NC(=O)CN2CCN(c3ccccc3F)CC2)cc(OC)c1	-2%	-17%[12.7 µM]	-4%	-5%	-20%	-8%	-7%	0%	-4%
O=c1c2c3c(sc2n(CCN2CCOCC2)c(=O)n1Cc1ccco1)CCCCC3	3%	-32%	2%	-20%	?	2%	-19%	4%	-8%
O=C(Nc1ccc2c(c1)OCO2)c1ccc2nc[nH]c2c1	-2%	19%[12.7 µM]	-4%	-22%	0%	-12%	-6%	-32%	14%
CCCCn1c(N)c(N(CC(C)C)C(=O)C2=COCCO2)c(=O)[nH]c1=O	43%	-9%[12.7 µM]	.	.	.	1%	-2%	1%	-7%
COc1ccc(CNCCCSc2nnnn2C)c(OC)c1	.	-2%[59 µM]	3%	-1%	6%	-11%	-5%	3%	21%
CSc1nc2cc(Cl)ccc2s1	1%	41%	-1%	-21%	-1%	-15%	-5%	14%	38%[activator]
COc1cc(S(=O)(=O)NCCOC23CC4CC(CC(C4)C2)C3)c(OC)cc1Cl	2%	33%[activator][59 µM]	-10%	-3%	47%	-99%	?	51%[activator]	?
O=C(Oc1ccc(Cl)cc1)c1ccc2nccnc2c1	-10%	8%[59 µM]	0%	-4%	-2%	-3%	-22%	12%	6%
O=C(CN1CCN(Cc2ccccc2)CC1)Nc1ccccc1-c1ccccc1	-3%	-27%	-7%	-17%	28%	-17%	-4%	-34%	-13%
CC(=O)Nc1ccc(S(=O)(=O)NCCC(=O)OCC(=O)c2cc(C)ccc2C)cc1	18%	-29%	.	.	.	-13%	-7%	-3%	12%
CCNC(=S)N1CCc2cc(OC)c(OC)cc2C1COc1ccc(F)cc1 (stereo unspecified)	-10%	-2%	-4%	-11%	4%	-22%	-4%	-32%	89%[activator]
COc1cccc(/C=N/NC(=O)c2cc3cc([N+](=O)[O-])ccc3s2)c1O	2µM*	?	16µM*	-14%	3.5µM*	3.5µM*	-22%	22µM*	14µM*
O=C(O)c1ccc(Cl)c(S(=O)(=O)NCC2CCCO2)c1 (stereo unspecified)	-1%	-31%[59 µM]	1%	-1%	-12%	-7%	-6%	-6%	-4%
CC(/C=N/n1c(-c2ccc(Cl)cc2)n[nH]c1=S)=C\c1ccco1	12%	10µM*	-15%	-17%	?	18µM*	?	2%	?
COc1cc(C)c(Cl)c(C)c1S(=O)(=O)NC1CC(C)(C)NC(C)(C)C1	?	-47%	1%	-11%	-27%	-12%	-5%	5%	-2%
CC(C)NC(=O)N1CC2(CCN(C(=O)c3cc(C(F)(F)F)cc(C(F)(F)F)c3)CC2)C1	18%	11%[12.7 µM]	1%	.	.	.	0%[60.1 µM]	.	.
CC(=O)C1=C(O)C(=O)N(c2ccc(Br)cn2)C1c1ccc(F)cc1 (stereo unspecified)	3%	.	-2%	-9%	-15%	-4%	-23%	56µM*	?
C=CCNC(=S)Nc1nc2c(cc1C(=O)OCC)CCCC2	2%	?	3%	3%	22%	-10%	-8%	-2%	-10%
COc1ccc(S(=O)(=O)N(CC(=O)NCC2CCCO2)c2ccc(Cl)cc2)cc1 (stereo unspecified)	59%[activator][12.4 µM]	5%[59 µM]	-1%	-11%	2%	-23%	9%	-10%	20%
COc1ccc(C(=O)Nc2ccc3[nH]ncc3c2)cc1	16%	-3%	-4%	0%	-1%	10%	8%	3%	-9%
CC(=O)N1CCN(c2ccc(NC(=S)NC(=O)c3ccccc3)cc2)CC1	9%	-25%[59 µM]	0%	-3%	22%	-6%	-10%	0%	1%
Cc1ccc(-n2nc(C)c3c(C(F)(F)F)cc(-c4cccnc4)nc32)cc1Cl	.	7%[59 µM]	3%	5%	-2%	1%	-7%	3%	-10%
Cc1nc2ccccc2cc1C(=O)N/N=C/c1cccc([N+](=O)[O-])c1	-7%	-4%[59 µM]	0%	-4%	0%	-6%	-10%	0%	148%[activator]
O=C(NCCN1CCN(c2ccccc2)CC1)Nc1ccccc1Cl	4%	2%	-3%	4%	17%	-7%	12%	-25%	14%
Cc1ccc(-n2c(-c3ccc(Cl)cc3Cl)n[nH]c2=S)cc1	-4%	.	-2%	-10%	50%[activator]	-9%	-2%	0%	26%
NS(=O)(=O)c1ccc(NC(=O)c2cc(-c3cccs3)nc3ccccc23)cc1	8%	-16%[59 µM]	-1%&-11%	78%&58%[activator]	10%&18%	1%&-10%	2%&2%	4%&6%	?
Cc1nn(CCCC(=O)Nc2ccccc2C(F)(F)F)c(=O)c2c1sc1ccccc12	.	?	0%	-6%	-24%	-18%	-7%	0%	33%[activator]
O=C(Nc1nnc(-c2ccc(Cl)cc2)o1)c1ccc(N2C(=O)CCC2=O)cc1	-3%	43%[59 µM]	2%	-3%	33%	-16%	-3%	-26%	7%
CN(CC(=O)Nc1ccc(F)cc1Cl)Cc1cccs1	-13%[12.4 µM]	18%[59 µM]	-1%	-1%	0%	-20%	-15%	35%	52%[activator]
COCC(=O)N1CCC2(CCCN(C(c3ccccc3)c3ccccc3)C2)CC1	0%	-8%[12.7 µM]	-9%	.	.	.	6%[60.1 µM]	.	.
COc1ccc(CCNCC(C)c2ccccc2)cc1 (stereo unspecified)	-1%	45µM*	-3%	0%	41%	-24%	-2%	?	129%[activator]
Cc1oc(C(C)(C)C)cc1C(=O)Nc1cccc(C(=O)O)c1	-4%	-33%[59 µM]	-3%	-11%	3%	4%	-8%	-33%	7%
COc1ccc(/C=C/C(=O)c2c(OC)cc(O)cc2OC)cc1	-6%	.	-12%	-5%	.	.	1%[60.1 µM]	.	.
Cn1c(N2CCOCC2)c(/C=N/O)c2ccccc21	5%	?	-3%	-19%	16%	-4%	-8%	-31%	50%[activator]
Cc1cccc(C)c1NC(=O)NC1(C(=O)N2CCCCC2)CCCCC1	11%	-5%	-3%	-1%	10%	-20%	-4%	-5%	122%[activator]
O=S(=O)(NCC(c1ccco1)N1CCOCC1)c1ccc(F)cc1 (stereo unspecified)	.	11%[59 µM]	1%	-3%	3%	-1%	-10%[60.1 µM]	-2%	-12%
C=CCOC(=O)C1=C(C)NC(=O)NC1c1ccc(O)cc1 (stereo unspecified)	28%	-4%[59 µM]	-6%	-5%	1%	-11%	8%	-31%	26%
O=C(CSc1nc2[nH]ncc2c(=O)[nH]1)Nc1nccs1	-3%	7%	-2%	2%	6%	.	.	-17%	.
O=C(NCCc1ccccn1)c1cccc(S(=O)(=O)N2CCCCCC2)c1	5%	12%[59 µM]	2%	-15%	44%	-8%	-4%	6%	-2%
N#CC1(NC(=O)COC(=O)c2ncc(Cl)c(Cl)c2Cl)CCCCC1	2%	10%[0.501 µM]	.	.	.	-8%	-11%	-6%	20%
O=C(O)c1cc(S(=O)(=O)Nc2ccc(OCc3ccccc3)cc2)ccc1Br	10%	-26%	-3%	-6%	-28%	-23%	-2%	?	-3%
CN(Cc1ccco1)C(=O)c1ccc2c(c1)N(Cc1ccccc1F)C(=O)c1ccccc1S2	.	-31%[59 µM]	-4%	4%	-3%	-11%	-23%[60.1 µM]	-19%	?
COCCCNC(=O)CCn1c(=O)c2ccccc2n(CC(=O)Nc2c(C)cccc2C)c1=O	-4%	-22%[12.7 µM]	-1%	1%	20%	-14%	-18%	-2%	7%
O=C(/C=C/c1ccccc1)Nc1scc(-c2ccccc2)c1C(=O)O	12%	.	-2%	-7%	0%	-15%	-5%	-13%	13%
Cc1ccnc(NC(=O)C2(c3cccs3)CCOCC2)c1	0%	23%	3%	2%	1%	15%	0%	-3%	26%
CCCCSc1nnc([C@@H](NC(=O)OC(C)(C)C)C(C)C)o1	?	-1%	-2%	-20%	20%	-9%	0%	-5%	6%
COc1ccc2c(=O)c3c(=O)n(-c4ccccc4)c(-c4ccc(C)cc4)nc3oc2c1	10%	.	-3%	-10%	11%	-21%	-9%	0%	124%[activator]

Structural class, those above with four or more nitrogen atoms
SMILES	APEX1 inh	G9a inh	BLM inh	Apoferritin bind	Pol beta inh	Pol eta inh	POLK inh	BAZ2B block	Pol iota inh
CCCCn1c(N)c(N(CC(C)C)C(=O)C2=COCCO2)c(=O)[nH]c1=O	43%	-9%[12.7 µM]	.	.	.	1%	-2%	1%	-7%
COc1ccc(CNCCCSc2nnnn2C)c(OC)c1	.	-2%[59 µM]	3%	-1%	6%	-11%	-5%	3%	21%
CC(/C=N/n1c(-c2ccc(Cl)cc2)n[nH]c1=S)=C\c1ccco1	12%	10µM*	-15%	-17%	?	18µM*	?	2%	?
CC(=O)N1CCN(c2ccc(NC(=S)NC(=O)c3ccccc3)cc2)CC1	9%	-25%[59 µM]	0%	-3%	22%	-6%	-10%	0%	1%
Cc1ccc(-n2nc(C)c3c(C(F)(F)F)cc(-c4cccnc4)nc32)cc1Cl	.	7%[59 µM]	3%	5%	-2%	1%	-7%	3%	-10%
Cc1nc2ccccc2cc1C(=O)N/N=C/c1cccc([N+](=O)[O-])c1	-7%	-4%[59 µM]	0%	-4%	0%	-6%	-10%	0%	148%[activator]
O=C(NCCN1CCN(c2ccccc2)CC1)Nc1ccccc1Cl	4%	2%	-3%	4%	17%	-7%	12%	-25%	14%
O=C(Nc1nnc(-c2ccc(Cl)cc2)o1)c1ccc(N2C(=O)CCC2=O)cc1	-3%	43%[59 µM]	2%	-3%	33%	-16%	-3%	-26%	7%
O=C(CSc1nc2[nH]ncc2c(=O)[nH]1)Nc1nccs1	-3%	7%	-2%	2%	6%	.	.	-17%	.
COCCCNC(=O)CCn1c(=O)c2ccccc2n(CC(=O)Nc2c(C)cccc2C)c1=O	-4%	-22%[12.7 µM]	-1%	1%	20%	-14%	-18%	-2%	7%
